# Compound activity from PubChem.
# FH mod – Identification of activators of human fumarate hydratase by quantitative high-throughput screening; Fumarate hydratase, mitochondrial (Homo sapiens), P07954; FH coupled MDH/diaphorase resazurin fluorescence, 15 min; Potency, µM (highest dose often 79.9 µM), for the others: at the highest dose activity change, negative = inhibition, usual class: inhibitors; hit rate 0.22% among 54,000; AID 1347055, 2019; also: potency is read from the fitted curve at half-maximal effect; % is scaled to controls: 0 for no effect and ±100 for the full control effect; the screen sought activators but most active calls are inhibition curves; nearly all actives have a fitted effect of over 45% in size
# p53null 39C kill – kills p53 null cells at the nonpermissive temperature. hit rate 0.97% among 55,000. H1299 p53-null (neo) cells, 39C, ATPlite viability, 24 h. Potency, µM (series often up to 46.1 µM), without a hit: at the top dose activity, negative = cell killing, most hits filed as cytotoxic. AID 904;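 also: potency is read from the fitted curve at half-maximal effect; 0% = DMSO only and -100% = full killing by 100 µM tamoxifen; nearly all actives have a fitted effect of over 50% in size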
#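 H1299 lung cancer cells, p53-null (H1299-neo) or expressing p53 A138V (H1299-p53A138V), were plated overnight at 37C, then exposed to compounds at up to 46 uM for 24 hr at 39C. Viability was read by ATP-based luminescence.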
# B2AR arrestin ag – ADRB2 beta-arrestin recruitment; HTLA Tango cells, beta-arrestin recruitment, luciferase luminescence, 18 h; P07550; 44,000 tested, under 10 active; Potency, µM (series often up to 46.1 µM), for inactives: top-dose activation, hits mostly activators;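 also: potency is read from the fitted curve at half-maximal effect; 0% = DMSO and full agonism = EC100 isoproterenol or metaproterenol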
# Target sequence (P07550 whole entry, looked up): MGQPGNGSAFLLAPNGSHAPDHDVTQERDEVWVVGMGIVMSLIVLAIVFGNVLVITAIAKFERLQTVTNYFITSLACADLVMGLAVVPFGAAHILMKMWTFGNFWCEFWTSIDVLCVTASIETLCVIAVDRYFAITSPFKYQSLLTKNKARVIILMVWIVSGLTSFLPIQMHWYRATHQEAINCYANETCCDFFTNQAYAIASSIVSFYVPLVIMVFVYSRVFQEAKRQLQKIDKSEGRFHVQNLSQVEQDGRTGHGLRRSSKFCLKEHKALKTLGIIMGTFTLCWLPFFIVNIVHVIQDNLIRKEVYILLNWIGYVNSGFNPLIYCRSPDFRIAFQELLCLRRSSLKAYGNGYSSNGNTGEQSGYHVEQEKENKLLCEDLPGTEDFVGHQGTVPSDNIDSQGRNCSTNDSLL
#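 Ligand-induced beta-arrestin recruitment to recombinant beta2-AR is measured via a tTA-driven luciferase reporter in Tango cells after 18 hr compound exposure at 37 degrees C. Concentrations span up to 46 microM.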
# NTMT1 inhibitor – blocks human N-terminal methyltransferase 1 activity; NTMT1 MTase-Glo SAH luminescence, purified enzyme; Potency, µM (top dose mostly 114 µM), for inactives: at the top dose activity change, negative = inhibition, usual class: inhibitors; hit rate 2.5% among 59,000; AID 1645870;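 also: potency is read from the fitted curve at half-maximal effect; plate controls were DMSO vehicle for no effect and no enzyme for full effect; nearly all actives have a fitted effect of over 65% in size; many of its hits are not listed in these tables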
# Target sequence (Q9BV86 whole entry, looked up): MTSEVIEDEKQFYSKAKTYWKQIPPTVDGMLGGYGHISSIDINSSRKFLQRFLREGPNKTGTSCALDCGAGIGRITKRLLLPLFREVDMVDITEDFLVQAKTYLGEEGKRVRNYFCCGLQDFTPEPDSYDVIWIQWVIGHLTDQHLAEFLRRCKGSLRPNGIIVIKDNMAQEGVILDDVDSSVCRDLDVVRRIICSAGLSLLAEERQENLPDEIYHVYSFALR
# GALK inhibitor – GALK (human) enzyme inhibition | recombinant GALK, Kinase-Glo ATP luminescence, 1 h | Potency, µM (top dose mostly 57.5 µM), inactives show top-dose activity, negative = inhibition, usual class: inhibitors | 44,000 tested, under 10 active | AID 1347072 | P51570;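 also: plate controls were full GALK reaction for no effect and reaction lacking GALK for full effect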
#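 5 nM GALK with 35 µM ATP and 100 µM galactose in HEPES pH 8.0, MgCl2, NaCl, DTT, BSA; 1 h RT reaction, remaining ATP detected by Kinase-Glo Plus luminescence after 10 min; qHTS concentration series.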
# p53null 32C tox – p53 null cell cytotoxicity, permissive temperature; Potency, µM (top dose mostly 46.1 µM), without a hit: top-dose activity change, negative = cytotoxicity, usual class: cytotoxic; hit rate 0.62% among 55,000; H1299-neo p53 null cells, ATP luminescence, 24 h, 32C;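 also: potency is read from the fitted curve at half-maximal effect; 0% = DMSO only and -100% = full killing by 100 µM tamoxifen; nearly all actives have a fitted effect of over 55% in size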
#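 Cytotoxicity: H1299-neo (no p53), 32C, 24 h treatment. Concentrations up to 46 uM. Readout cellular ATP, luminescence. Normalization to DMSO basal and tamoxifen 100 uM maximal kill.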
# TSG101-PTAP inh – TSG101-PTAP interaction inhibition, HIV-1 budding; Fluorescence polarization, FITC-PTAP peptide/Tsg101, 20 min; 44,000 tested, under 10 active; Potency, µM (top dose mostly 115 µM), without a hit: at the highest dose activity change, negative = inhibition, most hits filed as inhibitors; Q99816; also: potency is read from the fitted curve at half-maximal effect; 0% is about no effect
# Target sequence (Q99816 whole entry, looked up): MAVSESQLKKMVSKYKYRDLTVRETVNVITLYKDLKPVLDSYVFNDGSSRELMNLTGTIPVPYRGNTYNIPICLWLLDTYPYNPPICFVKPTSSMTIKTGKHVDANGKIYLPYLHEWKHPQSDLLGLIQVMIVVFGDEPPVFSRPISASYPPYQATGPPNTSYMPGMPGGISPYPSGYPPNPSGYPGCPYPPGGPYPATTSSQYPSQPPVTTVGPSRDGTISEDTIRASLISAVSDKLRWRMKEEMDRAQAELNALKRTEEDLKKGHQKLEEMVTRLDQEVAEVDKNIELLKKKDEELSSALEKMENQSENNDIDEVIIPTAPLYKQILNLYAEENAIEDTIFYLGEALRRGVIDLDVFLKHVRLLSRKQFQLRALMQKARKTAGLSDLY
#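 qHTS FP binding, 20 min r.t.: 10 uM Tsg101 domain + 50 nM FITC-PTAP peptide, pH 7.5 HEPES buffer with TCEP and EDTA.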
# The depositor's hits bear a star; ? = inconclusive; [ ] = another dose, or the depositor's remark. Calls follow the shape of the dose curve; as a rule, active = well fitted curve in the direction sought with a large enough effect; inconclusive = small, poorly fitted or top-dose-only effect, or another doubt; inactive = no such curve, though single readings can be large; an effect the other way counts as inactive or inconclusive. An excerpt; count on the stated rates, not on these rows.
smiles	TSG101-PTAP inh	p53null 39C kill	FH mod	p53null 32C tox	B2AR arrestin ag	NTMT1 inhibitor	GALK inhibitor
COc1cccc(C(=O)NCc2ccc3c(c2)CCN3C(=O)c2ccncc2)c1	-2.6%	-4.0%	-7.2%	7.1%	-3.5%	2.8%	2.7%
COc1cccc(CNC(=O)Cn2ncc3c4ccccc4n(C)c3c2=O)c1	4.7%	-7.6%	-21.7%	4.7%	-2.7%	-12.0%	6.1%
Cc1ccc2c(C)c(C(=O)NCC(c3ccc(Cl)cc3)N3CCOCC3)oc2c1 (stereo unspecified)	-1.6%	-4.2%	-25.4%	16.1%	-3.0%	-14.2%	-0.5%
COc1ccc(C(=O)Nc2cc3c(cc2N2CCCC2)n(C)c(=O)c(=O)n3C)cc1OC	0.0%	8.4%	-17.0%	-1.2%	0.7%	-4.7%	-6.7%
Cn1c(=O)c2c(nc(SCC(=O)Nc3ccc(OC(F)(F)F)cc3)n2Cc2cccc(C(F)(F)F)c2)n(C)c1=O	-3.2%	-27.0%	-3.6%	-12.2%[9.22 µM]	-0.2%	11.5%	-0.6%
COc1ccc2nc(NC(=O)c3nc(SCc4ccc(F)cc4)ncc3Cl)sc2c1	0.4%	-26.7%	-1.3%	-5.2%	-1.2%	-9.1%	-10.1%
CCOc1cccc2sc(N(Cc3cccnc3)C(C)=O)nc12	1.0%	17.0%	0.0%	5.6%	-2.4%	2.5%	1.1%
CC1=C(c2ccc(C(C)C)cc2)S(=O)(=O)N=C1N1CCN(c2ccc(F)cc2)CC1	3.7%	21.5%	4.4%	0.1%	-1.8%	-3.3%	3.6%
CCc1cccc(NC(=O)CN2C(=O)CCc3cc(S(=O)(=O)N4CCOCC4)ccc32)c1	-6.5%	-10.8%	7.1%	0.9%	-0.1%	-8.0%	0.2%
O=C(CN1C(=O)CSc2ccc(S(=O)(=O)N3CCCC3)cc21)NCc1ccc(Cl)cc1	-3.3%	10.6%	-5.6%	-2.3%	-0.8%	9.1%	0.0%
O=C(CN1C(=O)c2cccnc2Sc2ccccc21)Nc1cc(F)ccc1F	0.3%	8.1%	-0.1%	-4.2%	0.0%	6.8%	-10.9%
CC(C)NC(=O)c1nn(C)c2c1CS(=O)(=O)c1ccccc1-2	-1.4%	-11.9%	-8.5%	-2.8%	-1.0%	-2.7%	3.2%
Cc1ccc(CNC(=O)CSc2nc3c(sc4ccccc43)c(=O)n2CCCC(=O)NCCO)cc1	0.2%	?	-0.5%	-0.1%	0.2%	-9.2%	0.8%
O=C(OCc1ccccc1)c1ccc(-c2nnn(Cc3ccccc3F)n2)cc1	2.9%	2.8%	-0.6%	-7.9%[9.22 µM]	0.9%	6.6%	0.9%
COc1cccc(C(=O)Nc2ccc(NC(=O)c3ccc(C(C)(C)C)cc3)cc2)c1	3.8%	-6.6%	-1.2%	-0.4%	0.6%	14.4%	3.7%
Cc1cc(F)ccc1NC(=O)C1CCCN(c2nnc(-n3c(C)ccc3C)s2)C1 (stereo unspecified)	-1.4%	-21.3%	-9.5%	-5.3%	-2.8%	-7.3%	1.5%
C#CCSc1nc(-c2ccccc2)cc(-c2ccccc2)c1C#N	2.1%	13.4%	3.7%	0.5%	-2.3%	2.4%	0.4%
O=c1cc(-c2ccccc2)nc(SCc2nc(-c3ccccc3Cl)no2)[nH]1	0.5%	-2.2%	?	-6.8%	-0.3%	1.7%	0.2%
O=C(NCc1nc(-c2ccccc2)no1)c1ccco1	-3.4%	-0.3%	-0.4%	-5.0%	-0.1%	0.5%	-9.9%
Cc1ccc(-c2onc(C)c2C)cc1S(=O)(=O)N1CCN(c2ccccc2F)CC1	-4.3%	8.7%	-2.4%	-6.1%	-0.1%	10.7%	-2.9%
CCCCNC(=O)[C@@H](c1ccccc1)N1Cc2ccccc2C1=O	-0.6%	-2.0%	-11.9%	-14.6%	-2.2%	-7.5%	10.0%
CC1=C(C(=O)Nc2ccccc2)C(c2ccc(C(=O)O)cc2)n2nc(SCC(=O)c3ccc(C)cc3)nc2N1 (stereo unspecified)	0.5%	10.3%	-7.2%	-1.6%	-3.7%	?	1.1%
CCCCCCSc1nnc2c(n1)OC(C)Nc1ccc(Br)cc1-2 (stereo unspecified)	-2.4%	-4.4%	2.6%	-7.4%	-1.4%	-0.2%	-0.1%
COc1ccc(-c2noc(-c3ccc(N4CCN(c5ccccc5OC)CC4)c([N+](=O)[O-])c3)n2)cc1	-0.6%	-8.5%	0.0%	-5.0%	-2.7%	4.7%	-9.4%
CC1CCN(c2nc3c(S(=O)(=O)c4cccc(Cl)c4)nnn3c3ccsc23)CC1	0.4%	21.2%	-11.1%	4.0%	4.0%	?	-1.3%
CCn1cc(S(=O)(=O)c2cc(C)cc(C)c2)c(=O)c2cc(F)c(N3CCOCC3)cc21	-0.6%	-11.6%	10.0%	-10.3%	-0.4%	?	0.1%
COc1ccc(-c2cc(C)no2)cc1S(=O)(=O)NCc1ccc(OC(C)C)cc1	0.4%	14.9%	-14.9%	-2.6%	0.0%	2.6%	2.4%
Cc1ccc(N(CC(=O)NCCc2ccccc2)S(=O)(=O)N(C)C)cc1	-1.0%	28.8%	1.6%	-2.7%	-1.6%	-1.7%	-6.7%
CC(=O)N1CCc2cc(S(=O)(=O)CCC(=O)N3CCN(c4ccccc4F)CC3)ccc21	-9.3%	7.9%	-0.6%	12.5%	0.6%	-19.4%	0.6%
COc1ccc(NC(=O)Cn2c(=O)oc3cc(S(=O)(=O)N4CCCCCC4)ccc32)cc1OC	-0.7%	11.4%	-1.3%	-7.0%	1.1%	-3.9%	2.4%
COc1ccccc1N1CCN(S(=O)(=O)CCNC(=O)COc2ccccc2F)CC1	-1.3%	-8.1%	-10.2%	3.4%	0.0%	0.8%	-2.2%
CN(Cc1ccccc1)C(=O)c1cccc(NC(=O)c2nsc3ccccc23)c1	0.2%	14.1µM*	?	?	0.2%	?	-1.7%
Cc1ccc(NS(=O)(=O)c2ccc3[nH]c(=O)oc3c2)c(C)c1	-3.0%	7.6%	-6.1%	-0.5%	2.5%	4.4%	1.6%
CCC(=O)N1c2ccccc2CC1C(=O)NCCCN1CCN(c2ccc(OC)cc2)CC1 (stereo unspecified)	-3.2%	0.4%	-10.2%	0.9%	-1.3%	-3.9%	-3.7%
O=C(NCc1ccc(Cl)cc1)C1CCC(CNS(=O)(=O)c2ccccc2)CC1 (stereo unspecified)	-1.3%	4.1%	-29.1%	-1.8%	0.4%	-24.4%	1.7%
COc1ccccc1C(=O)Nc1ccc2oc(-c3cccc(Cl)c3Cl)nc2c1	1.4%	-4.0%	4.2%	-9.8%	0.5%	-11.6%	3.5%
COc1ccccc1NC(=O)c1cc(S(=O)(=O)N2CCN(c3ccccc3Cl)CC2)ccc1F	-1.0%	11.7%	-6.0%	-0.3%	0.3%	8.4%	1.8%
COc1ccc2c(c1)Cc1sc(NC(=O)c3ccccc3Br)nc1-2	-15.5%	-22.1%	-28.0%	-29.5%	0.3%	50.1µM*	0.2%
COc1ccc(NC(=O)c2c(C)oc3ccc(O)c(CN4CCCCCC4)c23)cc1Cl	-0.8%	?	-14.1%	-9.3%	?	-15.6%	0.6%
CCn1c(SCC(=O)Nc2ccc(C)c(C)c2)nnc1-c1nonc1NC(C)=O	-4.4%	-8.5%	-1.1%	-6.4%	-4.3%	-2.7%	-11.0%
COc1ccccc1NC(=O)c1cc2c(=O)oc3ccc(C)cc3c2s1	0.0%	-18.9%	1.4%	-6.2%	1.0%	-3.3%	1.3%
COc1ccc(OC)c(/C=C(\C#N)c2nc(-c3ccc(F)cc3)cs2)c1	?	1.4%	-20.9%	-17.5%	-1.7%	-0.8%	2.2%
CC(C)c1ccc(S(=O)(=O)c2nnn3c2nc(N2CCCC2)c2sccc23)cc1	-9.6%	-17.0%	0.3%	-0.5%	-0.9%	?	-0.2%
CCN(CC)CCNC(=O)c1cn(CC)c2ccc(S(=O)(=O)N(C)C3CCCCC3)cc2c1=O	-3.8%	0.2%	-5.3%	5.3%	-0.8%	-2.9%	9.2%
Cc1c(Cl)cccc1-n1nnc(-c2nc(-c3ccc4c(c3)OCO4)no2)c1C	-0.6%	-8.4%	-2.5%	-9.7%	-0.5%	13.4%	-3.0%
Cc1nnc(NC(=O)C(=O)c2cc(C)n(-c3ccc(C)c(C)c3)c2C)s1	2.0%	-0.1%	4.6%	2.8%	-1.4%	13.2%	0.4%
COc1cccc(CNC(=O)c2sc3nc(C)cc(C)c3c2-n2cccc2)c1OC	-4.8%	-5.9%	-4.7%	-7.0%	-1.8%	3.0%	0.1%
Cc1cccc(N2CCN(c3ccc(C(=O)O)cc3NC(=O)c3cccc(Cl)c3)CC2C)c1 (stereo unspecified)	-2.1%	13.1%	-24.7%	36.7%[activator]	0.0%	79.4µM*	-0.3%
COC(=O)c1ccc(Cl)cc1NC(=O)Nc1nnc(N(C)C2CCCCC2)s1	0.8%	-8.7%	0.6%	-0.6%	-3.0%	4.0%	3.3%
CC(C)NC(=O)C(c1ccccc1)N1Cc2ccccc2C1=O (stereo unspecified)	-6.7%	-12.5%	3.7%	-5.7%	0.0%	-5.6%	1.8%

# Next section:
smiles	TSG101-PTAP inh	p53null 39C kill	FH mod	p53null 32C tox	B2AR arrestin ag	NTMT1 inhibitor	GALK inhibitor
Cc1c2cnn(CC(=O)NCCc3ccccc3)c(=O)c2c(C)n1Cc1ccccc1Cl	3.2%	-3.0%	-18.3%	7.4%	-0.3%	-18.1%	-3.1%
Cc1ccccc1C1=CCN(c2ncc(NC(=O)c3ccc(Cl)cc3)cc2C(=O)O)CC1	-6.2%	17.9%	-13.4%	6.0%	-3.2%	13.5%	-0.5%
Cc1ccc(OCC(=O)Nc2cccc3ccc(C)nc23)c(C)c1	-0.2%	-19.5%	-0.5%	4.4%[9.22 µM]	-1.6%	2.7%	5.7%
COc1ccc(C)cc1NS(=O)(=O)c1ccc(-c2cnc(C3CC3)o2)cc1	-8.4%	?	1.6%	5.5%	-0.2%	4.4%	1.6%
COc1cc(OC)c(N(C)C(=O)c2sc3nc4n(c(=O)c3c2C)CCCC4)cc1Cl	?	-7.0%	4.5%	21.7%	0.8%	-5.7%	?
CCOc1ccccc1CNC(=O)CSc1nnc(C)c2c(C)n(-c3ccccc3)nc12	-3.2%	10.2%	18.6%	6.1%	0.6%	17.0%	3.4%
COc1ccc(NC(=O)CNC(=O)Cn2c(C)cc3ccccc3c2=O)cc1OC	0.3%	-2.9%	-9.8%	-0.8%	0.8%	-10.6%	-6.9%
